miR-122 sensor: miR-122 inhibition in Huh7 cells. Huh7 miR-122 Renilla luciferase sensor, 48 h; neutral wells = 0, positive control = 100. activation (reporter increase), % at 12.5 µM. 340,000 compounds, 0.3% hits;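 active = mean replicate activation score at least 90 and every replicate individually at or above 90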;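 also: higher luciferase means less miR-122 activity so hits act as miR-122 inhibitors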
* = called active by the depositor.

no.	structure	miR-122 sensor
1	O=C(NC12CC3CC(CC(C3)C1)C2)N1CCCC(CO)C1 (configuration not stated)	-1
2	Cc1ccc2cccc(O)c2[n+]1[O-]	-2
3	Cn1c(SCC(=O)c2ccccc2)nnc1-c1cnccn1	1
4	CCOC(=O)CNC(=O)CSc1nnnn1-c1cc(C)ccc1C	3
5	COc1ccc2c(c1)CC/C(=C\c1ccc(OC)c(Cn3cccn3)c1)C2=O	-10
6	COCC(O)CSc1c([N+](=O)[O-])nc(C)n1Cc1ccc(OC)c([N+](=O)[O-])c1 (configuration not stated)	1
7	O=C(COC(=O)c1ccccc1O)Nc1ccc(OC(F)F)cc1	-4
8	Cc1[nH]c2c(Br)cccc2c1[C@H]1[C@@H](CC#N)C1(C)C	25
9	COc1ccc(N2C(=O)C(Cl)=C(N(CCO)Cc3ccccc3)C2=O)cc1	6
10	Cc1nn(CC(=O)Nc2nnc(CC(=O)N3CCCC3)s2)c(=O)c2ccccc12	-4
11	O=C(NC12CC3CC(CC(C3)C1)C2)N1CCN(C(=O)c2ccco2)CC1	-2
12	COc1ccc(-c2nc(C#N)c(N3CCc4ccccc4C3)o2)cc1OC	-4
13	Cc1onc(-c2ccccc2Cl)c1C(=O)Nc1ccc(N2CCOCC2)cc1	-1
14	COc1cc(C(=O)Nc2ccccn2)cc(OC)c1OC	-8
15	CCCCc1ccc(Nc2ncccc2C#N)cc1	4
16	Cc1c(NC2=NC(C)(C)Cc3ccccc32)c(=O)n(-c2ccccc2)n1C	-3
17	Cc1cc(Nc2ccccc2)n(C(=O)c2ccccc2)n1	9
18	COCCNC(=O)CN1CCC(NC(=O)Nc2ccccc2)CC1	4
19	CCOC(=O)C1NC(=O)CC1c1ccccc1 (configuration not stated)	0
20	O=C(Nc1ccccn1)C1CCN(S(=O)(=O)c2cccc3nonc23)CC1	-3
21	O=C1c2[nH]nc(-c3ccccc3O)c2C(c2cccc(Cl)c2)N1Cc1ccco1 (configuration not stated)	40
22	O=C(CN1C(=O)c2ccccc2S1(=O)=O)c1ccccc1	2
23	O=C(COc1ccc(Br)cc1)NNC(=S)NC(=O)c1ccccc1[N+](=O)[O-]	-9
24	O=C(CNC1=NCCC1)c1ccc2c(c1)OCCO2	5
25	Cc1cc(NC(=O)CSc2nc3ccccc3n2CC(=O)N2CC(C)CC(C)C2)no1 (configuration not stated)	-5
26	CCn1nnc(-c2ccccc2NC(=O)c2cnccn2)n1	-5
27	CCN(CC)CCOC(=O)c1ccc(NC(=O)CCCN2C(=O)S/C(=C/c3ccc(OC)cc3)C2=S)cc1	-1
28	Cc1ccccc1C(=O)N/N=C/c1ccc(OCC(=O)N2CCCCC2)cc1	4
29	Cc1ccc(-n2ncc3c(=O)[nH]c(SCC(=O)N4CCCc5ccccc54)nc32)cc1	-9
30	O=C(NC1c2ccccc2-c2ccccc21)c1ccco1	8
31	Cc1ccc(S(=O)(=O)Cc2ccc(C(=O)NCc3ccc4c(c3)OCO4)o2)cc1	4
32	Cc1nc2ccc(NC(=O)N3CCCCC3)cc2nc1C	-3
33	CCn1c(=O)c([N+](=O)[O-])c(NCCc2ccccc2)c2ccccc21	1
34	CC(C)c1nc(SCC(=O)N2CCCC2)c2ccccc2n1	-3
35	CCCC(C(=O)c1ccccc1)n1cncn1 (configuration not stated)	-2
36	CC1C2C(C)N(C)C(=O)N(C)C2N(C)C(=O)N1C (configuration not stated)	-6
37	Clc1cnc(N/N=C/c2cccs2)c(Cl)c1	-7
38	Cc1cc(C)c(C#N)c(SCC(=O)CC(=O)OC(C)C)n1	-1
39	Cc1cccc(-n2c(CNC(=O)c3ccc(S(=O)(=O)N(C)C)cc3)nnc2SCC(=O)Nc2ccc(F)cc2)c1	-8
40	O=C(O)CSc1cccc[n+]1[O-]	-25
41	Cc1cc(NC(=O)CCCSc2nc(-c3ccco3)cc(C(F)(F)F)n2)no1	-6
42	COC(=O)CSc1nnc([C@H](CC(C)C)NC(=O)OC(C)(C)C)o1	3
43	O=C(N/N=C/c1ccc(O)cc1)c1ccc(COc2cc(Cl)ccc2Cl)o1	2
44	O=C(NC(=S)Nc1ccc(N2CCCCC2)cc1)c1cccs1	5
45	Cc1c(C=O)c2ccccn2c1C(=O)c1ccccc1	0
46	Cc1ccc(-n2nnnc2Sc2nc([N+](=O)[O-])nn2C)c(C)c1	-7
47	CCN(CC)CCN1C(=O)C(=O)/C(=C(/O)c2ccc(F)cc2)C1c1ccncc1 (configuration not stated)	-3
48	CCOC(=O)C1Oc2ccccc2C(c2ccoc2)=C1C(=O)OC (configuration not stated)	-6
49	COc1ccc(NC(=O)C2CCCN(S(=O)(=O)c3ccc(C)cc3)C2)cc1OC (configuration not stated)	-9
50	CCOC(=O)C(C(C)=O)C(c1ccc(OC)cc1)C(C(C)=O)C(=O)OCC (configuration not stated)	-2
51	CCOc1ccc(C2Sc3ccccc3NC3=C2C(=O)OC3)cc1 (configuration not stated)	-2
52	CCOc1ccc(/C=C/C2=Cc3c(sc(NC(=O)CSc4n[nH]c(N)n4)c3C#N)C(C)(C)C2)cc1	8
53	NNc1ncnc2c1cnn2-c1ccccc1	23
54	CCSc1nnc(NC(=O)c2nn(C(C)C)c(=O)c3ccccc23)s1	-6
55	CCOC(=O)c1sc2cc([N+](=O)[O-])cc(SCC(=O)OC)c2c1N	-4
56	COc1ccc2c(c1)c(C(=O)CN1CCC3(CC1)OCCO3)c(C)n2C	-5
57	COc1cc2c(cc1OC)C(COc1ccc(F)cc1)N(C(=O)c1ccco1)CC2 (configuration not stated)	1
58	Cc1ccc(N=Cc2ccc[nH]2)c(O)c1	-4
59	Cc1ccc(NC(=O)N2CCC(O)(c3cccnc3)CC2)cc1	-3
60	COc1ccc(CNC(=O)CCCOc2cc(=O)n(C)c3ccccc23)cc1	0

The closing 4 entries of the section before open the next one.
no.	structure	miR-122 sensor
57	COc1cc2c(cc1OC)C(COc1ccc(F)cc1)N(C(=O)c1ccco1)CC2 (configuration not stated)	1
58	Cc1ccc(N=Cc2ccc[nH]2)c(O)c1	-4
59	Cc1ccc(NC(=O)N2CCC(O)(c3cccnc3)CC2)cc1	-3
60	COc1ccc(CNC(=O)CCCOc2cc(=O)n(C)c3ccccc23)cc1	0
61	COc1cccc2cc(-c3nc(-c4cccs4)cs3)c(=O)oc12	-6
62	O=C(CN(c1ccccc1)S(=O)(=O)c1ccccc1[N+](=O)[O-])NN=C1CCCCCCC1	-10
63	COc1ccc(CCSc2nnc(C3CCCCC3)n2N)cc1	-3
64	COc1cccc(NC(=O)CSc2nc3ccccc3c(=O)n2CCCC(=O)N2CCCC2)c1	2
65	COCCOC(=O)c1c(C)nc(SCC(=O)Nc2ccc(OC)cc2)c(C#N)c1-c1ccco1	-8
66	Cc1ccc(C(=O)n2cnnc2N)cc1	-3
67	O=S(=O)(c1cccs1)N1CN(Cc2cccs2)c2nc3ccccc3nc21	11
68	O=C(Nc1ccccc1[N+](=O)[O-])c1nc[nH]c1C(=O)NCCO	-6
69	NC(=O)CSc1nnc(-c2ccco2)n1N	-1
70	COC(=O)c1cc2oc(C)cc2n1CC(=O)Nc1ccc(C)c(C)c1	-1
71	CS(=O)(=O)N(CC(=O)N1CCN(c2ccccc2)CC1)c1ccccc1Cl	-3
72	COc1ccc(C(=O)NN2C(=O)C3C4C=CC(O4)C3C2=O)cc1 (configuration not stated)	-4

Of the compounds above, these contain bromine:
no.	structure	miR-122 sensor
8	Cc1[nH]c2c(Br)cccc2c1[C@H]1[C@@H](CC#N)C1(C)C	25
23	O=C(COc1ccc(Br)cc1)NNC(=S)NC(=O)c1ccccc1[N+](=O)[O-]	-9

Next section
no.	structure	miR-122 sensor
73	O=C(CCn1c(=O)oc2ccccc21)Nc1ccon1	0
74	CCOc1ccc(CNC(=O)c2cc3oc4ccccc4c3n2C)cc1	-4
75	CCOC(=O)c1nnn(-c2ccccc2)c1C	-9
76	CC1=CC(C)(C)Nc2ccc(OC(=O)CN3C(=O)C4CCCCC4C3=O)cc21 (configuration not stated)	-5
77	CCOC(=O)c1c(NC(=O)CC)sc(C(C)=O)c1C	-6
78	CCCCc1c(O)nc2sccn2c1=O	-1
79	COc1cc(-c2nn3c(-c4cccc(C)c4)nnc3s2)cc(OC)c1OC	0
80	Cc1ccc(Nc2nc3nonc3[nH]c2=O)cc1	6
81	CCCCOC(=O)c1ccc(NC(=O)COC(=O)CSc2nc(C)cc(C)n2)cc1	-7
82	Cn1nnc2c(NCc3ccco3)nccc21	-4
83	O=C(CSc1nnc(-c2cccs2)n1-c1ccccc1)N1CCCC1	0
84	CCn1c2ccccc2c2cc(NC(=O)C(C)C)ccc21	5

Next part (2 carried over from the part before).
no.	structure	miR-122 sensor
83	O=C(CSc1nnc(-c2cccs2)n1-c1ccccc1)N1CCCC1	0
84	CCn1c2ccccc2c2cc(NC(=O)C(C)C)ccc21	5
85	Clc1ccc(CN=C2Nc3ccccc3CS2)cc1	-21
86	C/C(=C(\C#N)C(=O)NC1CCCCC1)N(C)C	-6
87	CCN(c1cccc(C)c1)c1nc2ccsc2c(=O)s1	-3
88	COc1ccc(CNC(=O)C2CCN(C(=O)[C@@H](CC(C)C)NC(=O)OC(C)(C)C)CC2)cc1	4
89	COc1ccc(CCN(CC(=O)NC2CCCC2)C(=O)CCC(=O)Nc2cc(C)on2)cc1OC	-10
90	Cc1noc(C)c1C(=O)NCc1ccccc1	8
91	CSCCC(NC(=O)c1occc1C)C(=O)O (configuration not stated)	-1
92	CN(C)Cc1cc(CN(C)C)c(O)c(CCc2ccccc2)n1	-1
93	CCOC(=O)N1CCN(S(=O)(=O)c2cccc3ccc(C)nc23)CC1	-1
94	Cc1ccc(C(=O)Nc2ccccc2SCC2CSc3nc4ccccc4c(=O)n32)cc1 (configuration not stated)	-2
95	Cc1cccc(-c2cc3nc(C)cc(N4CC(C)CC(C)C4)n3n2)c1 (configuration not stated)	2
96	CC(=O)N1CCc2cc(Br)cc(S(=O)(=O)NCCN3CCCCC3C)c21 (configuration not stated)	6
97	CCCC1=C([O-])C2N=CC=CC2=[N+](c2ccccn2)C1=O (configuration not stated)	3
98	N/C(=N\OC(=O)Cc1ccc(-c2ccccc2)cc1)c1ccccn1	-1
99	CS(=O)(=O)Nc1ccc2c(c1)C(=O)OC2	-1
100	CCC(C)NCCOc1ccc(Br)cc1 (configuration not stated)	10
101	Cc1cccc(-n2nc3c(c2NC(=O)c2ccco2)CSC3)c1C	-4
102	COCCOC(=O)c1c(C)oc2ccc(OC(=O)COc3c(F)c(F)c(F)c(F)c3F)cc12	42
103	COc1ccc(-n2cnnc2SCc2csc(-c3ccccc3)n2)cc1	-1
104	CCCC(c1nnnn1Cc1cccs1)N1CCN(c2ccc(OC)cc2)CC1 (configuration not stated)	12
105	O=C(CCCN1C(=O)c2ccccc2C1=O)NCC1CCCO1 (configuration not stated)	-9
106	CC(Sc1ccc2ccccc2n1)C(=O)O (configuration not stated)	-1
107	COc1ccccc1NC(=O)C1CCCN1C(=O)NCc1ccccc1 (configuration not stated)	-2
108	O=C(CCn1c(=O)c2ccccc2n(Cc2cccnc2)c1=O)NCc1ccc2c(c1)OCO2	2
109	COc1ccccc1N1CCN(CCCOc2ccc(F)cc2)CC1	2
110	COc1ccccc1CC(=O)Nc1ccc(-c2noc(COc3ccc(Br)cc3)n2)cc1	-5
111	COC(=O)CCC(=O)Nc1ccc(S(=O)(=O)N2CCCCCC2)cc1	10
112	CCCCN(CC)CCCNC(=O)CC1Nc2ccccc2NC1=O (configuration not stated)	-4
113	CSc1nc2sc3c(c2c(=O)[nH]1)CCC3	-7
114	O=C(CSc1nnnn1-c1ccc(F)cc1)NC1CCCCC1	-1
115	CCOCC(=O)N1CCCC(C(=O)OCC)C1 (configuration not stated)	-6
116	COc1ccc2[nH]cc(C(=O)CNc3nc(C)cs3)c2c1	13
117	OCCN1CCN(Cc2cccc(Oc3ccc(Cl)cc3)c2)CC1	-1
118	CC1(C)OC(=O)C(=CNc2ccc(F)cc2)C(=O)O1	-16
119	Cc1ccc(C(=O)Nc2ccc(O)cc2C(=O)O)cc1	-8
120	C=CCNC(=O)c1ccc(Sc2ccccc2)c([N+](=O)[O-])c1	1
121	N#Cc1cc(Oc2ccc3ccccc3c2)c(-n2nnc3ccccc32)cc1C#N	0
122	COc1ccc(CCNc2c(N)n(Cc3ccccc3)c(=O)[nH]c2=O)cc1OC	-6
123	COc1ccc(C)cc1NC(=O)c1cc2ccccc2cc1OCC(=O)NCc1ccco1	18
124	COc1ccccc1NC(=O)C1=C(C)Nc2nnnn2C1c1ccccc1OC (configuration not stated)	-2
125	c1coc(Cn2c(-c3ccco3)nc3ccccc32)c1	4
126	CCOC(=O)c1c(NC(C)=O)sc2c(O)cccc12	-2
127	CCCNC(=O)c1ccc2c(=O)c(O)c(-c3ccc(F)cc3)[nH]c2c1	2
128	COc1cc(-c2nnc3sc(C4CCCCC4)nn23)cc(OC)c1OC	-32
129	COc1ccc(Br)cc1CN(C)CC(=O)Nc1cc([N+](=O)[O-])ccc1OC	1
130	CC1(C)CC2c3cccc(C(=O)O)c3C(=O)N2c2c1ccc1ccccc21 (configuration not stated)	-7
131	CC(C)(C)n1nc2c(c1NC(=O)c1ccc(S(=O)(=O)N3CCCC3)cc1)CS(=O)C2 (configuration not stated)	3
132	Cc1ccc(NC(=O)N(Cc2nc3ccccc3c(=O)[nH]2)Cc2cccs2)cc1	-5
133	COc1ccccc1C1(O)CCN(CC(=O)Nc2c(C)nn(C)c2C)CC1	-5
134	COc1cc(/C=C2/SC(=S)N(CC(=O)Nc3nc4ccccc4s3)C2=O)cc(OC)c1OC	3
135	CC(C)Oc1nnnn1-c1ccccc1	-9
136	O=c1[nH]c(CSc2ncc(-c3ccc(F)cc3)n2Cc2ccco2)nc2ccccc12	12
137	COc1oc(-c2ccccc2C)nc1C(F)(F)F	-5
138	Clc1ccc(CSc2nnc(/C=C/c3ccccc3)o2)cc1	-3

Only part of the results is shown; count on the stated rates, not on these rows.
